ATXN2 expr inh = inhibitors of ATXN2 expression; HEK-293 ATXN2-luciferase reporter, luminescence, 24 h; AID 1745845; hit rate 0.72% among 360,000; Potency, µM (top dose mostly 57 µM), inactives show at the top dose activity change, negative = inhibition, usual class: inhibitors; also: % is scaled to controls: 0 for no effect and ±100 for the full control effect; nearly all actives have a fitted effect of over 55% in size
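qHTS (up to 57 uM final) was run with 24 h compound exposure of reporter cells at 37 °C. Each well was multiplexed: SteadyGlo luminescence measured ATXN2-luciferase expression after a fluorogenic Gly-Phe-AFC viability readout (25 uM final).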
TGFb inhibitor = blocks TGF-b signaling; HepG2 CAGA-GFP TGF-b/SMAD3 reporter, GFP fluorescence, 18 h; TGF-beta stimulated, 500 pg/mL final; hit rate 1.2% among 410,000; AID 588855; Potency, µM (doses to about 46.1 µM), for inactives: at the highest dose activity, negative = inhibition, usual class: inhibitors; also: % is scaled to controls: 0 for no effect and ±100 for the full control effect; nearly all actives have a fitted effect of over 65% in size
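Per well, imaged GFP fluorescence of HEPG2 CAGA-GFP cells gives the signal; cells get compound, then TGF-beta (500 pg/mL final), 18 h at 37 degrees C; %Activity versus -TGF-beta and +DMSO controls.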
S2 tox = viability counter-screen for ATXN expression inhibitors. AID 651635. S2 cells (HEK-293 line with an ATXN2-luciferase reporter) viability, CellTiter-Fluor protease fluorescence, 24 h. hit rate 0.49% among 400,000. Potency, µM (highest dose often 56.7 µM), hits mostly cytotoxic; also: nearly all actives have a fitted effect of over 40% in size
A549 viability = counter-screen for Nrf2 inhibitors: cytotoxicity in A549 cells; A549 ARE-Fluc cells, CellTiter-Fluor viability, 18-24 h; Potency, µM (top dose mostly 46 µM), for inactives: at the top dose activity change, negative = cytotoxicity, most hits filed as inhibitors; hit rate 0.16% among 390,000; AID 504648; also: % is scaled to controls: 0 for no effect and ±100 for the full control effect
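Cytotoxicity counterscreen: CellTiter-Fluor fluorescence was measured in A549 ARE_Fluc cells after 18-24 h of compound exposure in a concentration series. The subsequent BugLite luminescent read reports ARE-luciferase activity.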
EPAC2 antagonist = antagonists of human EPAC2 | Potency, µM (titrated, usually from 114 µM), without a hit: at the highest dose activity, negative = inhibition, hits mostly inhibitors | hit rate 0.18% among 360,000 | EPAC2 GEF exchange of Rap1B-BODIPY-GDP, fluorescence | AID 720708 | Q8WZA2; also: % is scaled to controls: 0 for no effect and ±100 for the full control effect; nearly all actives have a fitted effect of over 45% in size; many of its hits are not listed in these tables
Target sequence (Q8WZA2 whole entry, looked up): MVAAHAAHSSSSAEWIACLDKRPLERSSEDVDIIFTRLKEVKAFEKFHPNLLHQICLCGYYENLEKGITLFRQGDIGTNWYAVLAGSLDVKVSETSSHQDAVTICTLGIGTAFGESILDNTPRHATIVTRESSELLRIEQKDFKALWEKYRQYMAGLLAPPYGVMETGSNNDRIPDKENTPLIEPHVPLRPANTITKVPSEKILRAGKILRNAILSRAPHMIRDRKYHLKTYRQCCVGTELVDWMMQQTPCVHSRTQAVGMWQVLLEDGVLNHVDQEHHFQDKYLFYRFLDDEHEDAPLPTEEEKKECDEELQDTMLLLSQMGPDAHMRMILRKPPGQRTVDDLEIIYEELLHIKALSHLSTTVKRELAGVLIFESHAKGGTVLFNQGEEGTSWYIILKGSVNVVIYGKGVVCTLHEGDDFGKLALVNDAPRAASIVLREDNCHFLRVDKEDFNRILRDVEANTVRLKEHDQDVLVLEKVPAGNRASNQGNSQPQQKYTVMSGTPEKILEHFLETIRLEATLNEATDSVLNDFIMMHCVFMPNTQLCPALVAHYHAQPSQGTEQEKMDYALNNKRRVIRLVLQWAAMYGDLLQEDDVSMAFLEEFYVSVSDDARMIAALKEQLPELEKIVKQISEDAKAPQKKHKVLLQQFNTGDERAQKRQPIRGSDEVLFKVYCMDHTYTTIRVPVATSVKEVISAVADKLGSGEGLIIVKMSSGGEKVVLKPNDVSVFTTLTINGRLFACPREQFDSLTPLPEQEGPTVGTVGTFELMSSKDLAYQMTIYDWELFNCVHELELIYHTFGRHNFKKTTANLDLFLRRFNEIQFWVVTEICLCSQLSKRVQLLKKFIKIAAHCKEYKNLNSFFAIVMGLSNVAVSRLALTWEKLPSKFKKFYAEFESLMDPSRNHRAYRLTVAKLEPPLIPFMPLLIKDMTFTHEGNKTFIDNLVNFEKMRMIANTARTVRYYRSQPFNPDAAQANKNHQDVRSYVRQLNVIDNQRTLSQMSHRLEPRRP
HepG2 viability = counter-screen for TGF-b inhibitors: cytotoxicity in HepG2 cells; HepG2 CAGA-GFP viability, ATP luminescence, 18 h; Potency, µM (series often up to 46.1 µM), without a hit: top-dose activity change, negative = cytotoxicity, usual class: cytotoxic; hit rate 0.76% among 410,000; AID 588856; also: some results filed as inactive show a strong effect at the top dose
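HepG2 CAGA-GFP cells (1000/well, DMEM with 1% FBS) received compound, then TGF-beta at 500 pg/mL final, and were incubated 18 hours at 37 degrees C. Viability was read by CellTiter-Glo luminescence. Media-only wells were set as complete cell-killing and DMSO as no toxicity.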
Nrf2 activator = Nrf2 pathway activation. hit rate 0.31% among 410,000. AID 624171. Potency, µM (series often up to 46.1 µM), inactives show top-dose activation, most hits filed as activators. AREc32 ARE-luciferase reporter (MCF7-derived line), luminescence, 24 h; also: % of control where 0% means no effect; nearly all actives have a fitted effect of over 65% in size
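For detection, Steady-Glo was added and plates sat 30 min at RT; before that, AREc32_Fluc cells grown overnight in OPTI-MEM/5% FBS had been treated with 23 nL compound for 24 hr at 37 deg C.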
MCF10A rereplic = inducers of DNA re-replication in MCF 10A breast cells; MCF 10A DNA re-replication, Hoechst nuclear intensity, 48 h; Potency, µM (top dose mostly 46.1 µM), inactives show at the highest dose activity, positive = re-replication, most hits filed as activators; hit rate 2.9% among 350,000; also: % of control where 0% means no effect; nearly all actives have a fitted effect of over 50% in size
Nrf2 block = inhibitors of Nrf2 signaling; A549 ARE-Fluc reporter, luciferase luminescence, 18-24 h; hit rate 2.1% among 360,000; AID 504444; Potency, µM (top dose mostly 46 µM), for inactives: at the highest dose activity change, negative = inhibition, usual class: inhibitors; also: % is scaled to controls: 0 for no effect and ±100 for the full control effect; nearly all actives have a fitted effect of over 60% in size
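Two sequential reads on A549 ARE_Fluc cells exposed to compound for 18-24 h: a CellTiter-Fluor fluorescence read for viability, then a luciferase luminescence read for Nrf2/ARE activity.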
* marks the source's active call; other numbers are inactive results; i = inactive; ? = inconclusive; · = not tested or not shown; [ ] = remark or other dose. Calls follow the shape of the dose curve; as a rule, active = well fitted curve in the direction sought with a large enough effect; inconclusive = small, poorly fitted or top-dose-only effect, or another doubt; inactive = no such curve, though single readings can be large; an effect the other way counts as inactive or inconclusive. Potency is read from the fitted curve at half-maximal effect. These rows are one share of the data; count on the stated rates, not on these rows.

SMILES	ATXN2 expr inh	TGFb inhibitor	S2 tox	A549 viability	EPAC2 antagonist	HepG2 viability	Nrf2 activator	MCF10A rereplic	Nrf2 block
C/C(=N/NS(=O)(=O)c1ccc(C)cc1)c1cccc(NC(=O)c2cccc(Cl)c2)c1	-4%	0%	i	-29%	-1%	27%	1.9%	18%	·
COc1ccccc1OCC(=O)Nn1c(=S)[nH]c2ncccc2c1=O	-16%	?	i	-10%	7%	7%	-0.5%	-2%	11%
CCOc1ccc(CN(C)C(=O)c2cc(S(=O)(=O)N3CCCC3)ccc2C)cc1	-24%	-12%	i	-2%	-5%	-8%	0.4%	-1%	?
Cc1ccc(S(=O)(=O)N/N=C\c2cn(CC(N)=O)c3ccccc23)cc1	2%	-5%	i	-1%	0%	7%	0.3%	-2%	15%
Cc1cc(C)n(-c2ccc(C(=O)NCC(c3ccco3)N3CCCC3)cc2)n1 (configuration not stated)	3%	9%	i	2%	6%	8%	0.9%	?	5%
O=C(COC(=O)C12CC3CC(CC(O)(C3)C1)C2)N1CCN(S(=O)(=O)c2ccc(Cl)cc2)CC1	-3%	-6%	i	-1%	8%	-25%	-1.0%	1%	-12%
COc1ccc(CN2CCN(c3ccccc3OC)CC2)cc1OC	-19%	-21%	i	4%	2%	-22%	-0.2%	2.1µM*	0%
CCn1c(COc2cccc(C)c2)nnc1SCC(=O)NC1CCCC1	-16%	-19%	·	1%	-7%	-1%	-0.2%	-2%	0%
COCCN1CCN(C(=O)C2CCC(=O)N(CCc3ccccc3)C2)CC1 (configuration not stated)	-3%	?	i	0%	0%	-34%	0.0%	-4%	-3%
CC(C)Sc1ncc(Cl)c(C(=O)N(Cc2ccc(N(C)C)cc2)C2CCS(=O)(=O)C2)n1 (configuration not stated)	-6%	1%	i	-3%	·	1%	-0.4%	·	2%
CCOc1ccc(NC(=O)CN(c2ccc(C)cc2)S(=O)(=O)c2cccs2)cc1	6%	3%	i	-5%	·	-14%	0.1%	·	4%
Cc1ccc(S(=O)(=O)Oc2ccccc2/C=N/O)cc1	·	-28%	?	1%	-8%	-23%	-0.5%	1%	4%
O=C1C2C3C=CC(C3)C2C(=O)N1Cc1cccnc1 (configuration not stated)	2%	2%	i	2%	8%	-10%	-0.2%	-2%	-6%
O=C(O)c1cc(NN=Nc2cccc([N+](=O)[O-])c2)cc([N+](=O)[O-])c1	1%	0%	i	-2%	-12%	-3%	?	?	2%
CC1=C/C(=N\OS(=O)(=O)c2ccccc2)C=CC1=O	?	?	·	-14%	1%	13µM*	?	?	-2%
Cc1nn2c3c(cnc2c1-c1ccccc1)C(=O)CC(c1ccccc1)C3 (configuration not stated)	-1%	1%	i	3%	-1%	4%	0.1%	29%	?
CCN(C(=O)CSc1nc2ccccc2o1)C1CCS(=O)(=O)C1 (configuration not stated)	9%	0%	i	1%	7%	4%	-0.2%	-4%	12%
CC1CN(C(=S)Nc2ccc(F)cc2F)CC(C)O1 (configuration not stated)	-2%	1%	i	0%	-3%	5%	-0.6%	6%	-11%
CCCOc1ccc(/C=C/C(=O)OCC(=O)N(C)c2c(N)n(Cc3ccccc3)c(=O)[nH]c2=O)cc1OCC	7%	30%	i	3%	37%[activator]	1%	0.3%	18%	2%
O=C(CC1(O)C(=O)c2ccccc2C1=O)c1ccccc1	-13%	11%	i	0%	2%	1%	0.5%	-53%[inhibitor]	-1%
Cc1ccc(NC(=O)C2CCN(S(C)(=O)=O)CC2)cc1Cl	-6%	4%	i	1%	14%	-1%	3.1%	0%	-18%
Cc1ccc(-c2nnc(SCC(=O)N3CCCc4ccccc43)o2)cc1	5%	4%	i	-3%	·	4%	-0.3%	·	-14%
COC(=O)c1cnc(N2CCN(c3ccccc3OC)CC2)c2ccccc12	7%	?	i	-15%	·	-3%	-0.3%	·	·
CC(=O)N(Cc1ccccc1)Cc1nc2sc(C)c(C)c2c(=O)[nH]1	-5%[11.3 µM]	-3%	i	7%	4%	-12%	4.3%	-2%	?
Cn1c(=O)c2c(nc(CN3CCOCC3)n2CCCc2ccccc2)n(C)c1=O	-11%	2%	i	-14%	9%	-2%	0.1%	5%	5%
COc1cc2[nH]c(=O)n(C3CCCCC3)c(=O)c2cc1OC	3%	-12%	i	-4%	-4%	-12%	2.5%	0%	-11%
COc1cc2c(cc1OC)C(C)N(C(=O)c1c(-c3ccccc3)noc1C)CC2 (configuration not stated)	·	-8%	i	-7%	?	-18%	-0.7%	12µM*	-3%
C[C@@H]1CN([C@@H](C)CO)C(=O)c2cc(NS(C)(=O)=O)ccc2O[C@@H](C)CCCCO[C@H]1CN(C)Cc1ccc2c(c1)OCO2	9%	?	i	·	-1%	5%	4.0%	·	·
COc1ccc(Nc2cc(C(=O)NCCCN(C)Cc3ccccc3)c3ccccc3n2)c(OC)c1	?	?	·	-10%	·	-58%	4.3%	·	·
CC(=O)Oc1ccccc1C1OCCN1C(C)=O (configuration not stated)	4%	0%	i	15%	14%	12%	0.3%	1%	20%
C=C1CCN(C(CC(C)C)C(=O)NCc2ccc(Cl)c(Cl)c2)S(=O)(=O)c2ccccc21 (configuration not stated)	·	-54%	·	-8%	·	-20%	·	·	?
COc1cccc(CNC(=O)Cn2c(=O)ccc3cc(S(=O)(=O)N4CCCC4)ccc32)c1	4%	2%	i	8%	·	-22%	0.0%	·	·
Cc1ccc2c(=O)cc(C(=O)N(Cc3ccccc3Cl)C3CCS(=O)(=O)C3)oc2c1 (configuration not stated)	6%	-1%	i	-4%	·	-16%	2.7%	·	?
Cc1ccc(SCc2nc(N)nc(Nc3ccccc3C)n2)c(C)c1	·	-22%	i	-3%	-12%[57.1 µM]	-20%	2.2%	?	?
COc1ccc(/C=N/Nc2ncc(C(F)(F)F)cc2Cl)c(OC)c1OC	-9%	-5%	i	-7%	-8%	-12%	-0.3%	17%	?
COc1ccc(C2(c3ccc(OC)cc3)NC(=O)NC2=O)cc1	6%	-13%	i	-3%	-16%	-4%	2.9%	-2%	-22%
CC(=O)c1cccc(-n2c(CCC(=O)O)ccc2-c2cccs2)c1	2%	?	i	0%	-2%	-12%	7.8%	8%	-17%
COC(=O)C1=C(N)Oc2c(oc(CO)cc2=O)C1c1ccc(F)cc1 (configuration not stated)	-4%	-5%	i	0%	3%	10%	0.0%	-10%	7%
C=CCC1(CC=C)CCCN1C(=O)c1cc(COc2ccc(C)nc2)on1	·	?	?	2%	-4%	-43%	7.8%	26%	3%
CCOC(=O)C(C(=O)Nc1ccccc1)C1CCCCC1 (configuration not stated)	-6%	4%	i	-2%	-6%	-16%	-0.8%	2%	-19%
CCOc1ccccc1N1CC(C(=O)Nc2cc(S(=O)(=O)N3CCOCC3)ccc2OC(C)C)CC1=O (configuration not stated)	7%	-9%	i	1%	4%	-3%	-0.6%	7%	-7%
CCCNC(=O)CSc1nnc(C)s1	2%	2%	i	-14%	7%	-23%	-0.4%	7%	-6%
CC1CCC2(CC1)NC(=O)N(CC(=O)Nc1cccnc1Cl)C2=O (configuration not stated)	9%	14%	i	1%	-19%	-28%	-0.1%	1%	9%
CCOC(=O)N1CCN(C(=O)CSc2nc(=O)n3cccc(C)c3n2)CC1	-7%	-4%	i	3%	-1%	4%	0.0%	-2%	-3%

Molecules shown so far with a halogen, in the order listed:
SMILES	ATXN2 expr inh	TGFb inhibitor	S2 tox	A549 viability	EPAC2 antagonist	HepG2 viability	Nrf2 activator	MCF10A rereplic	Nrf2 block
C/C(=N/NS(=O)(=O)c1ccc(C)cc1)c1cccc(NC(=O)c2cccc(Cl)c2)c1	-4%	0%	i	-29%	-1%	27%	1.9%	18%	·
O=C(COC(=O)C12CC3CC(CC(O)(C3)C1)C2)N1CCN(S(=O)(=O)c2ccc(Cl)cc2)CC1	-3%	-6%	i	-1%	8%	-25%	-1.0%	1%	-12%
CC(C)Sc1ncc(Cl)c(C(=O)N(Cc2ccc(N(C)C)cc2)C2CCS(=O)(=O)C2)n1 (configuration not stated)	-6%	1%	i	-3%	·	1%	-0.4%	·	2%
CC1CN(C(=S)Nc2ccc(F)cc2F)CC(C)O1 (configuration not stated)	-2%	1%	i	0%	-3%	5%	-0.6%	6%	-11%
Cc1ccc(NC(=O)C2CCN(S(C)(=O)=O)CC2)cc1Cl	-6%	4%	i	1%	14%	-1%	3.1%	0%	-18%
C=C1CCN(C(CC(C)C)C(=O)NCc2ccc(Cl)c(Cl)c2)S(=O)(=O)c2ccccc21 (configuration not stated)	·	-54%	·	-8%	·	-20%	·	·	?
Cc1ccc2c(=O)cc(C(=O)N(Cc3ccccc3Cl)C3CCS(=O)(=O)C3)oc2c1 (configuration not stated)	6%	-1%	i	-4%	·	-16%	2.7%	·	?
COc1ccc(/C=N/Nc2ncc(C(F)(F)F)cc2Cl)c(OC)c1OC	-9%	-5%	i	-7%	-8%	-12%	-0.3%	17%	?
COC(=O)C1=C(N)Oc2c(oc(CO)cc2=O)C1c1ccc(F)cc1 (configuration not stated)	-4%	-5%	i	0%	3%	10%	0.0%	-10%	7%
CC1CCC2(CC1)NC(=O)N(CC(=O)Nc1cccnc1Cl)C2=O (configuration not stated)	9%	14%	i	1%	-19%	-28%	-0.1%	1%	9%

3 compounds from above, ordered by the number in TGFb inhibitor, ascending:
canonical_smiles,TGFb inhibitor
COc1cc2[nH]c(=O)n(C3CCCCC3)c(=O)c2cc1OC,-12%
CCOC(=O)N1CCN(C(=O)CSc2nc(=O)n3cccc(C)c3n2)CC1,-4%
CC1CCC2(CC1)NC(=O)N(CC(=O)Nc1cccnc1Cl)C2=O (configuration not stated),14%

Screening data from PubChem.
